aSyn yeast rescue: rescues yeast growth from alpha-synuclein toxicity; S. cerevisiae alpha-synuclein toxicity rescue, BacTiter-Glo growth, 24 h; Potency, µM (doses to about 46.1 µM), for inactives: at the top dose growth rescue (activation), most hits filed as activators; hit rate 0.02% among 94,000; active = well fitted activation curve with a large enough effect; inconclusive = small, poorly fitted or top-dose-only effect; note: 0% is about no effect
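Growth restoration measured by BacTiter-Glo luminescence after 24 hr at 30 deg C; alpha-synuclein yeast, raffinose-pregrown to mid-log, were added at OD600=0.02 in galactose medium onto pinned compounds.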
Starred values were filed as active, the others as inactive; u = inconclusive; [ ] = remark or other dose. Potency is the fitted concentration of half-maximal effect.

Preview, seven compounds:
SMILES	aSyn yeast rescue
COc1ccc(CNC(=O)C2CCCN(S(=O)(=O)c3ccc4c(ccn4C)c3)C2)c(OC)c1 (configuration not stated)	-3%
COc1ccc(NC(=O)c2nnn(Cc3nc(-c4cc(Br)ccc4OC)oc3C)c2C)cc1	-9%
Cc1ccccc1NC(=O)C1CCCN(c2nnc(N3CCCC3=O)s2)C1 (configuration not stated)	-5%
CCOc1ccc(NC(=O)CSc2oc(-c3ccco3)nc2S(=O)(=O)c2ccc(Cl)cc2)cc1	-6%
CC(C)Cc1ccc(C(C)C(=N)N)cc1 (configuration not stated)	-11%
C[C@@H]1CN([C@H](C)CO)C(=O)c2cc(-c3ccccc3)cnc2O[C@@H]1CN(C)C(=O)C1CCOCC1	-3%
CCOc1ccc(-c2cc(C(F)(F)F)c(C#N)c(SCC(=O)Nc3ccccc3)n2)cc1	3%

All compounds of this part, from the first entry:
SMILES	aSyn yeast rescue
COc1ccc(CNC(=O)C2CCCN(S(=O)(=O)c3ccc4c(ccn4C)c3)C2)c(OC)c1 (configuration not stated)	-3%
COc1ccc(NC(=O)c2nnn(Cc3nc(-c4cc(Br)ccc4OC)oc3C)c2C)cc1	-9%
Cc1ccccc1NC(=O)C1CCCN(c2nnc(N3CCCC3=O)s2)C1 (configuration not stated)	-5%
CCOc1ccc(NC(=O)CSc2oc(-c3ccco3)nc2S(=O)(=O)c2ccc(Cl)cc2)cc1	-6%
CC(C)Cc1ccc(C(C)C(=N)N)cc1 (configuration not stated)	-11%
C[C@@H]1CN([C@H](C)CO)C(=O)c2cc(-c3ccccc3)cnc2O[C@@H]1CN(C)C(=O)C1CCOCC1	-3%
CCOc1ccc(-c2cc(C(F)(F)F)c(C#N)c(SCC(=O)Nc3ccccc3)n2)cc1	3%
Cc1ccc(C(=O)N/C(=C\c2ccccc2)C(=O)NCc2ccncc2)cc1	-4%
COc1ccc(OC)c(NC(=O)NNC(=O)CCCOc2ccc(Cl)cc2C)c1	2%
CCc1ccc(NC(=O)CN2C(=O)C3(SCC(=O)N3c3ccc(F)c(F)c3)c3ccccc32)cc1 (configuration not stated)	-2%
Cc1ccc(NS(=O)(=O)c2ccc(N3CCN(c4ccc(O)cc4)CC3)c([N+](=O)[O-])c2)c(C)c1	2%
CCCCNC(=O)CCC1N=C2c3ccccc3N=C(SCC(=O)NCCc3ccc(OC)c(OC)c3)N2C1=O (configuration not stated)	-8%
COc1cc(C(c2sc3nc(C)nn3c2O)N2CC(C)OC(C)C2)cc(OC)c1OC (configuration not stated)	4%
COc1ccc(Cn2c(SCC(=O)N(C)Cc3ccccc3)nc3ccccc32)cc1	9%
CCn1c2ccccc2c2nnc(N3CCN(c4ccc(OC)cc4)CC3)nc21	-7%
O=C(NCc1ccc(F)cc1)N1CCc2ccccc2C1	5%
O=C(CN1C(=O)c2ccccc2S1(=O)=O)Nc1cc(S(=O)(=O)N2CCCCC2)ccc1Cl	12%
CCCOC(=O)c1cccc(Nc2nc(C(=O)OCC)nc3ccccc23)c1	-2%
Nc1nnnn1CC(=O)N/N=C/c1cc([N+](=O)[O-])ccc1O	-25%
CC(C)Oc1ccc(CNC(=O)CN2C(=O)CCn3nc(-c4cn(C)c5ccccc45)cc32)cc1	-7%
O=C(c1cc2ccccc2oc1=O)N1CCN(c2ccc(Cl)cc2)CC1	6%
Fc1ccc(-c2noc3ncnc(NCCc4ccccc4)c23)cc1	4%
Cc1cccn2cc(CNS(=O)(=O)c3cccc(F)c3)nc12	-10%
C=CCSc1nnc(NC(=O)CCNC(=O)c2ccccc2Cl)s1	-7%
CC1=C(C(=O)Nc2ccccc2)C(c2cccc(O)c2)n2nc(-c3ccccc3Cl)nc2N1 (configuration not stated)	-3%
Cc1ccc2c(c1)N(C(=O)CCC(=O)NC1CCC(C)CC1)CCO2 (configuration not stated)	1%
Cc1ccc(Cl)cc1NC(=O)CCCN1C(=O)CCn2nc(-c3cn(C)c4ccccc34)cc21	-3%
COc1ccc(N2CCOCC2)c(NC(=O)c2cc3ccccc3o2)c1	4%
COc1cc(OC)cc(C(=O)NC(=S)NNC(=O)[C@H]2C[C@@H]2c2ccccc2)c1	7%
CCCCc1ccc(NC(=O)CSC2=NN3CCCC(=O)N=C3S2)cc1	-10%
COc1ccc2c(CNCc3ccco3)c(C(=O)O)n(Cc3ccc(F)cc3Cl)c2c1	-2%
COc1cccc(C(=O)Nc2cccc(-c3cn4c(C)csc4n3)c2)c1OC	-18%
C(#Cc1ccccc1)C[N+]1(CC#Cc2ccccc2)CCCCC1	1%
Cc1noc(/C=C/c2ccccc2F)c1S(=O)(=O)N1CCC(C(=O)NCc2ccco2)CC1	-2%
COc1cccc(NC(=O)CN(C)C(=O)Cc2ccc(Cl)cc2Cl)c1	7%
CCc1ccc(/C=C2\Oc3ccc(C(=O)OC)cc3C2=O)cc1	-8%
Cc1cccc(NC(=O)NC(=S)NC(=O)c2ccccc2)c1	9%
CCN(C(=O)Cn1c(=O)n(Cc2ccc3c(c2)OCO3)c(=O)c2ccc(C(=O)NC3CCCCC3)cc21)c1cccc(C)c1	1%
CCN(CC)CCCNC(=O)Cc1c(C(=O)O)n(C)c2ccccc12	11%
CC1Cc2nc(SCC(=O)N3CCN(c4ccccc4)CC3)n(C)c(=O)c2S1 (configuration not stated)	0%
CCN(CC)C(=S)NC(=O)c1ccc(F)cc1	4%
CCCN1CNC(=S)N(CC2CCCO2)C1 (configuration not stated)	-10%
Cc1cc(C(=O)CCC(=O)N(C)CC(=O)Nc2ccccc2Br)c(C)s1	8%
O=C(O)CCSc1ncnc2sc(-c3ccccc3)cc12	2%
CC(C)c1ccc(N2C(=O)CSC23C(=O)N(C)c2ccccc23)cc1 (configuration not stated)	-7%
Cc1cccc(-c2nc3scc(CCNS(=O)(=O)c4ccc5c(c4)OCCO5)n3n2)c1	-1%
COc1cccc2c(=O)n(CC(=O)N3CCCCCC3)ccc12	-6%
CN(CC(=O)Nc1cccc(F)c1)C(=O)c1csc2c1CCCC2	-6%
CC(C)NC(=O)c1ccc(Cn2c(=O)c3cccn3c3cccnc32)cc1	-1%
CCCN(CCC)S(=O)(=O)c1ccc(C(=O)NNC(=O)c2cc(OC)c(OC)c(OC)c2)cc1	-4%
O=C(Nc1ccccc1)Nc1ccc(Oc2ncnc3cc(Cl)ccc23)nc1	1%
COc1cccc(NC(=O)Nc2ccc(F)cc2)c1	-5%
O=C1CCC(NC(=O)c2ccccc2)C(=O)N1 (configuration not stated)	1%
CC(=O)N1CCCc2ccc(NS(=O)(=O)c3ccccc3)cc21	-6%
CCn1c(=O)c(C(=O)NNC(=O)c2ccc(Cl)cc2Cl)c(O)c2ccccc21	11%
O=C(NCc1cccc(Br)c1)c1cnn(-c2ccc(F)cc2)c1-n1cccc1	-5%
COc1ccc(CCNC(=O)CN(C)S(=O)(=O)c2ccc(Br)s2)cc1OC	12%
Cc1ccccc1CC1(CO)CCCN(C(=O)c2ccoc2)C1 (configuration not stated)	4%
COc1ccc(CNC(=O)C(=O)NCC(c2cccnc2)N2CCN(c3ccccc3F)CC2)cc1 (configuration not stated)	0%
CC(NC(=O)c1ccc2c(c1)N(Cc1ccc(Cl)cc1)C(=O)c1ccccc1S2(=O)=O)c1ccccc1 (configuration not stated)	0%

Other compounds follow:
SMILES	aSyn yeast rescue
CN(C)CCOCCOc1ccc(Cl)cc1C(C)(C)C	1%
Cn1ccnc1SCC(=O)c1ccc([N+](=O)[O-])cc1	-3%
COc1ccc(Cn2c(C(=O)O)c(CNCc3ccc(C)o3)c3ccc(C)cc32)cc1	3%
CCC(C(=O)N1CCN(c2ccc(OC)cc2)CC1)n1nc(C)n2c(cc3occc32)c1=O (configuration not stated)	-5%
Fc1ccc(-n2ncc3c(N4CCCCCC4)ncnc32)cc1	8%
Cc1ccccc1OCc1nnc(SCc2cc(=O)c3ccccc3[nH]2)n1C	-10%
CCCCN1C(=O)C(CC(=O)NCc2cccs2)CC(C(=O)N(C(C)C)C(C)C)=C1C (configuration not stated)	5%
COC(=O)c1ccc(C(=O)OC)c(NC(=O)c2cnn3c(C(F)F)cc(-c4ccc(C)cc4)nc23)c1	-3%
O=C(Nc1ccc(CN2CCCCC2)cc1)c1cc(Br)ccc1Cl	6%
Cc1cc(C)cc(NC(=O)N2CCCN(Cc3c(F)cccc3Cl)CC2)c1	4%
CCc1ccc(NC(=O)Cn2ccn(-c3ccc(C)c(C)c3)c(=O)c2=O)cc1	1%
COc1ccccc1NC(=O)Cn1c(=O)n(-c2cccc(C(C)=O)c2)c(=O)c2c3c(sc21)CN(C(C)=O)CC3	-8%
CCOc1ccccc1N(C)C(=O)c1cc(S(=O)(=O)NCc2ccc(C)cc2)ccc1F	-6%
CC(C)c1ccc(NC(=O)COC(=O)CCC(=O)c2cccs2)cc1	-1%
CCOC(=O)c1cccc(NC(=O)CSc2ncc3c(n2)-c2ccccc2N(C)S3(=O)=O)c1	1%
Cc1cc(NC(=O)C2CC(=O)N(c3cccc(C)c3C)C2)no1 (configuration not stated)	1%
CCN1CCN(C(c2cccs2)C(C)NC(=O)c2cccc(OC)c2)CC1 (configuration not stated)	3%
CCC(C(=O)NCc1ccccc1OC)n1nc(C)n2c(cc3occc32)c1=O (configuration not stated)	-7%
CCC1CCC(C(=O)NC(C(=O)Nc2cccc(OC)c2)C(C)C)CC1 (configuration not stated)	7%
COc1ccc(-c2cc(C(F)(F)F)c(C#N)c(SCC(=O)Nc3ccc(F)cc3)n2)cc1	4%
O=C(CSc1n[nH]c(-c2ccccc2)n1)N1CCCCC1	-8%
Cc1cc(=O)c(C(=O)O)nn1-c1cccc(C(F)(F)F)c1	-4%
CCC(C(=O)NC1CCCCC1)N(Cc1cccs1)C(=O)c1snc(C(N)=O)c1N (configuration not stated)	14%
CCCCNC(=O)CS(=O)Cc1nc(-c2ccc(C)cc2)oc1C (configuration not stated)	8%
CCOc1cc(/C=C2\SC(N3CCCC(C)C3)=NC2=O)ccc1O (configuration not stated)	-10%
CCN(CC(=O)Nc1c(F)cccc1F)C(=O)C1CCCO1 (configuration not stated)	3%
CCOC(=O)c1ccc(NC(=O)[C@@H](NC(N)=O)C(C)C)cc1	-7%
Cc1cccc(-c2noc(-c3ccc(NC4CCCC4)c([N+](=O)[O-])c3)n2)c1	4%
Cc1cc2oc(C(=O)N(Cc3ccc(N(C)C)cc3)CC3CCCO3)c(C)c2cc1C (configuration not stated)	16%
O=C(Nc1ccccc1C(=O)OCc1cc(=O)n2c3c(sc2n1)CCCC3)c1ccc(Cl)cc1	-6%

Reformatted with each value named: part of the list above
SMILES: COc1ccc(-c2cc(C(F)(F)F)c(C#N)c(SCC(=O)Nc3ccc(F)cc3)n2)cc1
  aSyn yeast rescue = 4%
SMILES: O=C(CSc1n[nH]c(-c2ccccc2)n1)N1CCCCC1
  aSyn yeast rescue = -8%

A draw from above in order of count of non-hydrogen atoms, ascending:
SMILES	aSyn yeast rescue
CCOC(=O)c1ccc(NC(=O)[C@@H](NC(N)=O)C(C)C)cc1	-7%
CCCCNC(=O)CS(=O)Cc1nc(-c2ccc(C)cc2)oc1C (configuration not stated)	8%
CCC1CCC(C(=O)NC(C(=O)Nc2cccc(OC)c2)C(C)C)CC1 (configuration not stated)	7%
CCC(C(=O)NCc1ccccc1OC)n1nc(C)n2c(cc3occc32)c1=O (configuration not stated)	-7%
Cc1cc2oc(C(=O)N(Cc3ccc(N(C)C)cc3)CC3CCCO3)c(C)c2cc1C (configuration not stated)	16%
COc1ccc(-c2cc(C(F)(F)F)c(C#N)c(SCC(=O)Nc3ccc(F)cc3)n2)cc1	4%

(cont.)
SMILES	aSyn yeast rescue
COc1ccc(CNC(=O)c2cnc(N3CCOCC3)c3ccccc23)cc1	5%
CCN(Cc1cnn(C)c1)C(=O)c1ccc2nc(Cc3ccccc3F)oc2c1	4%
CC1(C)Cc2cccc(C(=O)Nc3ccc(F)cc3F)c2O1	-14%
COc1ccc(NC(=O)c2ccc(-c3nc(CSc4ccc(C)cc4)c(C)o3)cc2)cc1Cl	-2%
Cn1c(SCC(=O)NC2CCCC2)nnc1-c1cccs1	4%
CCN(CC)CCNC(=O)C(=O)Nc1ccc2c(c1)N(S(=O)(=O)c1cccs1)CCC2	8%
O=C(Cn1ncc2c1-c1ccccc1OC2)N1CCN(c2ccccn2)CC1	-6%
CCN(CC)C(=O)Cn1c(=O)n(CCc2ccccc2)c(=O)c2ccccc21	1%
COc1ccc(-c2[nH]ncc2C(=O)NCc2cccc(OC)c2)cc1	0%
CCOC(=O)c1c(C)[nH]c(CCC(=O)Nc2ccc(OC)c(OC)c2)c1C	2%
COc1ccc(NC(=O)C2CCN(S(=O)(=O)c3cccc4nonc34)CC2)c(OC)c1	-5%
Cc1ccc(N2CCN(S(=O)(=O)c3nnc(NC(=O)c4ccco4)s3)CC2)cc1	3%
COc1ccc(Cn2c(SCC#N)nc3ccc(N4CCOCC4)cc3c2=O)cc1	6%
CN(CCCNC(=O)c1cc2c(=O)n(C)c3ccccc3c2s1)Cc1ccccc1	u
Cc1c(Cl)cccc1Nc1nn2c(=O)c3ccc(C(=O)NCCC4=CCCCC4)cc3nc2s1	-6%
O=C(NCCN1CCOCC1)c1cnn2c1NC(c1cccs1)CC2C(F)(F)F (configuration not stated)	3%
O=C(NCCCN1CCN(c2ccccc2)CC1)c1cc2c(s1)-c1ccccc1OC2	-32%[inhibitor]
O=C(COC(=O)c1c[nH]c(=O)[nH]c1=O)Nc1ccccc1F	-1%
O=C(CN1CCC(NC(=O)Nc2ccccc2)CC1)Nc1ccccc1F	3%
CC(NS(=O)(=O)c1ccc(Br)cc1)C(c1cccs1)N1CCN(C)CC1 (configuration not stated)	-6%
Cc1nn(C)c(C)c1NS(=O)(=O)c1cccc(Br)c1	-11%
O=C(COc1ccc(Cl)cc1Cl)NN1C(=O)C2C3C=CC([C@@H]2C1=O)C31CC1 (some centres not stated)	3%
Cc1cc(NC(=O)CCC(=O)N(c2ccccc2)C(C(=O)NC2CCCC2)c2ccc(F)cc2)no1 (configuration not stated)	4%
Cc1ccc(CCNC(=O)c2cc3c(s2)-c2c(C)cccc2OC3)cc1	-8%

Only part of the results is shown, so the mix of outcomes need not match the whole.
